Assay outcomes as filed in PubChem BioAssay.
RGS4 pot = potentiators or activators of RGS4; HEK293 M3R/inducible RGS4, carbachol calcium flux Fluo4; active compounds read low; B-score at 10 µM; 310,000 tested, 0.92% active; AID 463111;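 active = B-score of the integrated calcium signal more than 4 SD below the library mean, with starting fluorescence not abnormally high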;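 note: negative B-score means reduced calcium response which marks RGS4 activation or potentiation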
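Material: Inducible-RGS4 HEK293 cells carrying M3 receptor; also added: carbachol at ECmax as muscarinic agonist stimulus; incubation: compound preincubation 20 min at room temperature before agonist; signal: Fluo4-AM (2 µM) calcium-flux fluorescence, kinetic read; measure: integrated calcium ratio converted to B score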
TMEM16A inh = mouse TMEM16A channel inhibition, primary screen; normalized B-score (activity score, 25-100; higher = stronger inhibition) at 10 µM; Q8BHY3; HEK293 TMEM16A/YFP iodide influx fluorescence, ionomycin; AID 588511; 310,000 tested, 1.2% active;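 active = ratio plate-corrected score three or more library SD toward inhibition, starting fluorescence score within five deviations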;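 note: score derived from kinetic fluorescence span divided by baseline fluorescence per well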
Target sequence (Q8BHY3 whole entry, looked up): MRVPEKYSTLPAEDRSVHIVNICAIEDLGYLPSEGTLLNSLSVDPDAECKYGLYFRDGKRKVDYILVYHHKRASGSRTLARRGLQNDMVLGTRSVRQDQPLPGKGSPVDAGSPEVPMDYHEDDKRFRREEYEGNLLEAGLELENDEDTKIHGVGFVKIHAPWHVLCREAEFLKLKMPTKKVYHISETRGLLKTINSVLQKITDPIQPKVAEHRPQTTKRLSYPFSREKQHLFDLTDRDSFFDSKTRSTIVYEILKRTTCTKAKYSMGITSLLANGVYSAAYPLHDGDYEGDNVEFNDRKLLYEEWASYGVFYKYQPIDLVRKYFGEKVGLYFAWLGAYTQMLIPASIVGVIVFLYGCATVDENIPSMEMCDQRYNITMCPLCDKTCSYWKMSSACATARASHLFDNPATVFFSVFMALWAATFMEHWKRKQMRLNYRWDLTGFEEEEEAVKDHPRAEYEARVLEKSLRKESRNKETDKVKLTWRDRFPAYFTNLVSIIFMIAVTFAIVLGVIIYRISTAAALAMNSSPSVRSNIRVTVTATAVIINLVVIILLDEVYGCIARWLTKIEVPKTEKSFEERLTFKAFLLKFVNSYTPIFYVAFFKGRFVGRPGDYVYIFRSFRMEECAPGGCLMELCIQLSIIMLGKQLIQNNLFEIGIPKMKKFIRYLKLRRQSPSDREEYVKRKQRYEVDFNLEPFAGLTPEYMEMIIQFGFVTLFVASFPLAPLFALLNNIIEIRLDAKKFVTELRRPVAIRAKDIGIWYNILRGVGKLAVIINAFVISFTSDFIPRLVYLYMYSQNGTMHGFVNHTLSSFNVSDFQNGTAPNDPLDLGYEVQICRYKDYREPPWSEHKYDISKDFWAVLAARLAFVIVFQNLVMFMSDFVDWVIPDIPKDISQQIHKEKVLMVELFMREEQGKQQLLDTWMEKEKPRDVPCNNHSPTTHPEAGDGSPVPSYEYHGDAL
KCNQ1 inh = human KCNQ1 channel inhibition | AID 2642 | CHO-K1 KCNQ1, FluxOR thallium flux fluorescence; active compounds read high | P51787 | 310,000 tested, 1.3% active | B-score at 10 µM;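 active = compounds whose thallium flux B-score, printed positive for inhibition, exceeds three library SD while starting fluorescence stays within three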;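 note: channel opened by potassium depolarization with thallium stimulus after 20 min compound exposure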
KCNK3 inh = human KCNK3 channel inhibition, primary screen | O14649 | AID 602410 | 340,000 tested, 0.84% active | B-score at 10 µM | CHO-KCNK3 thallium flux, FluxOR fluorescence; active compounds read low;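 active = B-score under library mean minus 4 SD, starting fluorescence ratio at most library mean plus 5 SD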;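 note: more negative B-score means stronger inhibition of thallium flux through KCNK3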
RGS4 inh = human RGS4 inhibition; P49798; HEK293 M3R/RGS4 inducible, Fluo-4 calcium flux; active compounds read high; triggered by carbachol at its EC20; B-score at 10 µM; 310,000 tested, 0.45% active;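 active = B-score, a plate-corrected calcium signal, over three deviations above library mean, with baseline fluorescence within five deviations of library mean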;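 note: RGS4 expression induced by doxycycline in cells with stable M3 receptor; B-score is computed from the integrated fluorescence ratio over baseline after carbachol; higher B-score means a larger calcium signal and so more RGS4 inhibition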
MrgX1 agonist = agonists of human MrgX1 receptor; B-score at 10 µM; MrgX1-HEK293 cells, Fluo-4 calcium fluorescence, agonist mode; active compounds read high; AID 588627; Q96LB2; 310,000 tested, 0.44% active;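 active = calcium response B-score plate-corrected fluorescence ratio at least 3 library SD, with starting fluorescence B-score inside 5 SD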
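Material: MrgX1-expressing HEK293 cells / Dosing: compound as first of three additions / Incubation: overnight seeding, then 1 h dark dye loading / Signal: Fluo-4 NW calcium fluorescence / Evaluation: B-scored fluorescence response ratio / Benchmarks: positive and negative control wells on each plate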
MrgX1 PAM = allosterically activates human MrgX1 receptor signaling. Q96LB2. MrgX1-HEK293, Fluo-4 calcium flux, FDSS; active compounds read high. B-score at 10 µM. 310,000 tested, 0.63% active;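 active = plate-corrected calcium response at least 3 library SD above typical, normal starting fluorescence, not activating the receptor alone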;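 note: compound read alongside a low EC10 to EC30 dose of BAM8-22 agonist; peak minus trough fluorescence over baseline measured at the second addition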
ANO1 activ = activates or potentiates the mouse TMEM16A chloride channel | Q8BHY3 | HEK293 TMEM16A/YFP-H148Q/I152L, iodide quench fluorescence; active compounds read low | B-score at 10 µM | 340,000 tested, 0.3% active | AID 623877;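 active = fluorescence-ratio B-score plate-corrected deviation score at least 3 library SD below zero, with starting fluorescence score within 5 deviations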;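 note: channel opened by trigger with iodide after compound preincubation; score built on the fluorescence ratio of max minus min over baseline; more negative score means more quench and so TMEM16A activation or potentiation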
hERG protect = hERG (human) protection from proarrhythmic block; CHO-hERG, FluxOR thallium flux, dofetilide IC70 present; activation (rescue from dofetilide block), less the hit threshold, % at 10 µM; 310,000 tested, 0.51% active;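 active = activation above the mean of controls blocked by dofetilide plus 5 SD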;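 note: thallium influx through hERG after potassium depolarization seen as dye fluorescence rise; in these data hits start at about 4.7%; inactives centre near -7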
KCNK9 inh = inhibitors of human KCNK9 two-pore domain potassium channel; HEK293 KCNK9, FluxOR thallium flux fluorescence; active compounds read low; B-score at 10 µM; 310,000 tested, 1.2% active;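 active = ratio B-score over 3 SD below the library mean, with starting fluorescence within 5 SD of its mean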;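 note: negative B-score means less thallium flux so channel inhibition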
KCNQ1 act = potentiates or activates the human KCNQ1 potassium channel; P51787; CHO-K1 KCNQ1, thallium flux FluxOR fluorescence; active compounds read high; B-score at 10 µM; 310,000 tested, 0.35% active; AID 2648;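 active = fluorescence ratio B-score, a plate-corrected score, at least three library SD, with initial intensity B-score within 5 SD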
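assay system = KCNQ1-transfected CHO-K1 cells | medium = assay buffer with matched DMSO | probe or stimulus = depolarizing K+/Tl+ stimulus, K2SO4 and Tl2SO4 each 12.5 mM in 5x stock | dosing = single dose | incubation = dye 90 min, compound 20 min, room temperature | detection = kinetic FluxOR fluorescence, 10 s baseline plus 110 s post-stimulus | evaluation = ratio B score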
* = called active by the depositor; i = inactive; · = not tested or not shown. Random draw from the library (roughly 6.3% active in at least one column).

Structure	ANO1 activ	hERG protect	KCNQ1 inh	KCNK9 inh	KCNK3 inh	KCNQ1 act	TMEM16A inh	RGS4 pot	MrgX1 PAM	MrgX1 agonist	RGS4 inh
COC(=O)/C=C1/N/C(=N\c2nc(C)cc(C)n2)N(c2ccc(C)c(C)c2)C1=O	i	-9.1	i	i	i	i	i	i	i	i	i
Cc1ccc2oc(=O)c3cnn(CC(=O)N4CCc5ccccc5C4)c3c2c1	i	-10.3	i	i	i	i	i	i	i	i	i
NNc1nc2c(F)cccc2s1	i	-9.0	i	i	i	i	i	i	i	i	i
Cc1ccc(OCc2nnc(NC(=O)c3cccnc3)s2)cc1	i	-11.9	i	i	i	i	i	i	i	i	i
CCOc1ccc(OCCC(=O)OCC(=O)N2CCN(c3ccc(OC)cc3)CC2)cc1	i	-10.6	i	i	i	i	i	i	i	i	i
CCO/C=C1/C(=O)N(C)C(=O)c2cc(OC)ccc21	i	-9.4	i	i	i	i	i	i	i	i	i
COC(=O)c1sccc1NC(=O)CSc1cc(Cl)ccc1Cl	i	-4.4	i	i	i	i	i	i	i	i	i
COc1ccc(N(C(=O)c2ccncc2)S(=O)(=O)c2ccc(F)cc2)cc1	i	-8.6	i	i	i	i	i	i	i	i	i
O=C(Nc1ccccn1)c1sc2cccc(F)c2c1Cl	i	-3.2	i	i	i	i	i	i	i	i	i
COc1cc(OC)c(OC)cc1CNC1CCCCCC1	i	-10.4	i	i	i	i	i	i	i	i	i
Cc1c(C(C)O)nnn1-c1nonc1N (centres undefined)	i	-9.6	i	i	i	i	i	i	i	i	i
O=C(Nc1ccccc1)Nc1cc(OCC(F)(F)F)cc(OCC(F)(F)F)c1	i	-8.5	i	i	i	i	·	i	·	·	i
O=C(Nc1c(F)cc(F)cc1Br)c1cc(-c2ccc(O)cc2)on1	i	-12.7	i	i	i	i	i	i	i	i	i
CCOc1ccc(S(=O)(=O)N/N=C(\C)Cc2ccc(OC)cc2)cc1	i	-1.1	i	i	i	i	i	i	i	i	i
Cc1cc(-c2ccccc2)oc(=O)c1NC(=O)c1ccccc1	i	-8.0	i	i	i	i	i	i	i	i	i
CCN(CC(=O)Nc1ccc(OC)cc1)C(=O)Cc1cccs1	i	-12.2	i	i	i	i	i	i	i	i	i
Cc1[nH]nc2c1C(C(C)c1ccccc1)C(C#N)=C(N)O2 (centres undefined)	i	-8.9	i	i	i	i	i	i	i	i	i
CN=c1scc(-c2cccs2)n1/N=C/c1ccccc1O	i	-6.8	i	i	i	i	i	i	7.38*	i	i
C=C(C)CC(NCc1ccco1)c1ccc(OC)cc1 (centres undefined)	i	-4.5	i	i	i	i	i	i	i	i	i
O=C(CCCCCn1c(=S)[nH]c2ccsc2c1=O)NC1CCCCC1	i	-7.2	i	i	i	i	i	i	i	i	i
C=CCNC(=O)C1CCN(c2cc(C)nc(-c3ccccc3)n2)CC1	i	-4.0	i	i	i	i	i	i	i	i	i
CCn1c(C)nc2cc(C(=O)NNC(=O)Nc3ccc(Cl)cc3)ccc21	i	-2.9	i	i	i	i	i	i	i	i	i
CC(C)(C)C1=Nn2c(nnc2C2CCCCC2)SC1	i	-11.3	i	i	i	i	i	i	i	i	i
O=C(OCc1nc2scc(-c3ccccc3)c2c(=O)[nH]1)c1ccco1	i	-8.1	i	i	i	i	i	i	i	i	i
CC(C)(Oc1ccc(Cl)cc1)C(=O)N1CCC(C(N)=O)CC1	i	-11.8	i	i	i	i	i	i	i	i	i
O=C(NCCCc1ccccc1)C(=O)NCC1OCCN1S(=O)(=O)c1ccc(F)cc1 (centres undefined)	i	-10.5	i	i	i	i	25*	i	i	i	i
CCOc1ccc2nc(NCCCO)[nH]c2c1	i	-3.4	i	i	i	i	i	i	i	i	i
Cc1ccc2c(c1)nnn2C1CCN(CC(=O)N(c2ccccc2)c2ccccc2)CC1	i	-11.7	i	i	i	i	i	i	i	i	i
Cc1ccc2cc(C)c(SCC(=O)NCc3ccco3)nc2c1	i	-4.9	i	i	i	i	i	i	i	i	i
Cc1nnc(N(Cc2ccccc2)C(=O)c2cnccn2)s1	i	-4.6	i	i	i	i	i	i	i	i	i
CN1CCN(C(=O)C2=C[C@@H](c3ccccc3)C[C@@H](OCCCCO)O2)CC1	i	-3.7	i	i	i	i	i	i	i	i	i
CCN(C(=O)Cn1nc(C)c([N+](=O)[O-])c1C)C1CCS(=O)(=O)C1 (centres undefined)	i	-10.3	i	i	i	i	i	i	i	i	i
O=C1NC(=Nc2ccccc2)S/C1=C/c1cccs1	i	-9.6	i	i	i	i	i	i	i	i	i
O=C(COC(=O)c1cc(Br)ccc1O)Nc1ccc2c(c1)OCCO2	i	-5.4	i	i	i	i	i	i	i	i	i
CCOC(=O)c1c(NC(=O)c2cc(-c3ccc(O)cc3)on2)sc(C(C)=O)c1C	i	-0.5	i	i	i	i	i	i	i	i	i
O=C(/C=C/c1ccc(O)c(O)c1)NC(=O)c1ccccc1O	i	-16.4	i	i	i	i	i	i	i	i	i
COc1ccc(/C=N/Nc2ncnc3sc4c(c23)CCCC4)cc1O	i	-15.8	i	i	i	i	i	i	i	i	i
Cc1nc(N2CCN(c3ccccc3)CC2)[nH]c(=O)c1Cc1ccccc1	i	-9.3	i	i	i	i	i	i	i	i	i
Fc1ccc(-c2csc(Nc3ccccn3)n2)cc1	i	-7.7	i	i	i	i	i	i	i	i	i
CCOC(=O)c1cnc(-n2cc(C)cn2)nc1Nc1ccccc1OC	i	-12.9	i	i	i	i	i	i	i	i	i
COc1ccccc1N1CCN(/N=C/c2ccc(C(=O)O)cc2)CC1	i	-3.6	i	i	i	i	i	i	i	i	i
NC(=O)[C@H]1CC2(CC(c3cccc(NC(=O)[C@H]4CCC(=O)N4)c3)=NO2)CN1C(=O)CC(c1ccccc1)c1ccccc1 (some centres undefined)	·	-11.7	i	i	·	i	i	i	i	i	i
COc1ccc(S(=O)(=O)N2CCOCC2)cc1NC(=O)Cc1sc(C)nc1-c1ccc(F)cc1	i	-14.3	i	i	i	i	i	i	i	i	i
CCN(CC(=O)Nc1c(F)cccc1F)C(=O)c1cc2ccccc2oc1=O	i	-9.0	i	i	i	i	i	i	i	i	i
Cn1cccc1Cc1nnc(SCC(=O)NCCc2ccccc2)n1-c1ccc(F)cc1	i	-7.2	i	i	i	i	i	i	i	i	i
CCCCC1=CC2=CC(=O)C(C)(OC(=O)CC)C(=O)C2=CN1Cc1ccco1 (centres undefined)	i	-6.4	i	i	i	i	i	i	i	i	i
O=C(O)/C=C/c1cn(Cc2ccccc2Cl)nc1-c1ccccc1	i	-11.6	i	i	i	i	i	i	i	i	i
Cc1cccc(CC(=O)Nc2cc(C)c3c(=O)oc4ccccc4c3n2)c1	i	-10.2	i	i	i	i	i	i	i	i	i
O=C(CNCCc1ccccc1)Nc1ccc(C(=O)N2CCCCC2)cc1	i	-4.9	i	i	i	i	i	i	i	i	i
Cc1c(C(=O)NCCc2ccccc2)oc2ccc(S(=O)(=O)N3CCOCC3)cc12	i	-4.3	i	i	i	i	i	i	i	i	i
COc1ccccc1OCc1ccc(C(=O)N2CCN(C(=O)c3ccco3)CC2)cc1	i	-11.9	i	i	i	i	i	i	i	i	i
NC(=O)CCN(Cc1ccccc1)S(=O)(=O)c1ccccc1	i	-2.2	i	i	i	i	i	i	i	i	i
COc1ccc(NC(=O)CCN2C(=O)C3CC=C(Cl)CC3C2=O)cc1 (centres undefined)	i	-5.9	i	i	i	i	i	i	i	i	i
CCCCNC(=O)C1CC(=O)N(c2ccc(OC)cc2)C1c1ccc(OC)cc1 (centres undefined)	i	-18.0	i	i	i	i	i	i	i	i	i
Cc1cc(Cl)ccc1C(=O)C1CCCN(C(=O)c2cc(C(C)C)no2)C1 (centres undefined)	i	-15.0	i	i	i	i	i	i	i	i	i
CN(C)c1ccc(/C=C(\Cl)c2nc3ccccc3s2)cc1	i	·	·	·	i	·	i	·	i	i	·
Cc1cc2nc(CCN3CCOCC3)n(S(=O)(=O)c3ccc(C(C)(C)C)cc3)c2cc1C	i	-18.1	i	i	i	i	i	i	i	i	i
CCOC(=O)C1(CCc2ccccc2)CCN(C(=O)c2cc(C)nc(C)n2)CC1	i	-9.2	i	i	i	i	i	i	i	i	i
Cc1ccc(CNS(=O)(=O)N(C)C)cc1	i	-6.7	i	i	i	i	i	i	i	i	i
O=C(COC(=O)c1cccs1)Nc1cccc(S(=O)(=O)NC2=NCCCCC2)c1	i	-15.7	i	i	i	i	i	i	i	i	i

Other records follow.
Structure	ANO1 activ	hERG protect	KCNQ1 inh	KCNK9 inh	KCNK3 inh	KCNQ1 act	TMEM16A inh	RGS4 pot	MrgX1 PAM	MrgX1 agonist	RGS4 inh
O=C(c1ccccc1-c1ccccc1)N1CCCCC1	i	-3.2	i	i	i	i	i	i	i	i	i
Cc1cc(NC(=O)COC(=O)CCS(=O)(=O)c2ccc(Cl)cc2)no1	i	-7.4	i	i	i	i	i	i	i	i	i
Cc1cc(C)n(-c2nnc(C)n2/N=C/c2ccco2)n1	i	-2.2	i	i	i	i	i	i	i	i	i
Oc1ccc(C=NC2CCCCC2)c(O)c1	i	-5.1	i	i	i	i	i	i	i	i	i
COc1ccc(C2C(C(=O)Nc3cc(C)on3)c3ccccc3C(=O)N2C)cc1OC (centres undefined)	i	·	·	·	i	·	i	·	i	i	·
COc1ccc(OC)c(C2C(C#N)=C(N)Oc3cc(N)ccc32)c1 (centres undefined)	i	-5.6	i	i	i	i	i	i	i	i	i
CCn1c(=O)c(C(=O)NCc2ccccc2)c(O)c2ccccc21	i	-6.5	i	i	i	i	i	i	i	i	i
